IMP-1 inh – IMP-1 metallo-beta-lactamase inhibitors, primary screen, biochemical, epi-absorbance readout, Pseudomonas aeruginosa enzyme; metallo-beta-lactamase IMP-1 (Pseudomonas aeruginosa); purified IMP-1, nitrocefin hydrolysis, epi-absorbance fluorescence; inhibition, % at 5.6 µM; hit rate 0.45% among 290,000;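 active = inhibition above the mean plus 3 SD of all compounds in the same screening run, cut at about 4.5% in these data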;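 also: 0% = IMP-1 with DMSO and 100% = DMSO wells lacking enzyme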
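Assay system: purified IMP-1; Quantity: IMP-1 0.2 nM before substrate addition; Medium: HEPES buffer pH 7.1 with ZnSO4 and Brij 35; Incubation: 15 min enzyme–compound preincubation, then 25 min nitrocefin reaction, 25 °C; Signal: fluorescence quenching readout, ex 480/em 530 nm; Controls: DMSO with and without IMP-1; Repeats: singlicate testing.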
NS3 helicase inh – inhibitors of HCV NS3 helicase, primary screen, biochemical, Cy5 molecular beacon fluorescence | NS3 helicase DNA unwinding | inhibition, % at 10.9 µM | hit rate 0.56% among 290,000;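 active = inhibition above the mean of all tested compounds plus 3 SD, set per campaign, cut at about 35% in these data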;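 also: 0% = DMSO wells and 100% = thioflavine S control wells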
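System: HCV NS3 helicase fragment; control set: DMSO and thioflavine S; technique: Cy5 fluorescence at 0 and 60 min, beacon hairpin quenching; reagent: beacon DNA duplex substrate plus ATP; replicates: singlicate; schedule: 1 h reaction at 25 °C, ATP-initiated; medium: MOPS buffer pH 6.5 with MgCl2, DTT, Tween20, BSA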
CRFR2-BP antag – antagonists of CRF-BP/CRF-R2 complex, primary screen, cell-based, HEK293, calcium dye fluorescence, uHTS. CRF-induced calcium fluorescence. inhibition, % at 11.8 µM. hit rate 0.59% among 350,000;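 active = inhibition of the ligand-induced calcium signal above about 50% at the single tested concentration, limit read from the data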
SUMO HTRF inh – inhibitors of in vitro SUMOylation cascade, primary screen, biochemical, HTRF, uHTS | HTRF SUMOylation assay, SAE1/SAE2 + UBC9 | SUMO-conjugating enzyme UBC9 (Homo sapiens), P63279 | hit rate 0.36% among 290,000 | inhibition, % at 35 µM; in the data active = inhibition above about 50%, passing the limit was not always enough; also: strong numbers were not always called active
Target sequence (P63279 whole entry, looked up): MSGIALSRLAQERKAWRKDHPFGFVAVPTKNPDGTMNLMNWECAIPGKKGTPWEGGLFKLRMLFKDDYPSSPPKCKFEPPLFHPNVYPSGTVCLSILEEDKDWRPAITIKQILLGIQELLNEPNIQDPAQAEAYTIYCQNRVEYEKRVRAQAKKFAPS
pCIP destab – p/CIP-EGFP fusion destabilizers, primary screen, fluorescence, F442A cells | Q05BA5 | 16 h | decrease of EGFP signal, % at 10 µM | hit rate 0.01% among 290,000;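 active = EGFP signal decrease of at least 30% at 10 µM or well 3 SD below plate mean, unless failing retest; inactive = the rest, including hits failing retest or dose response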; also: some compounds called inactive have numbers as strong as hits; many of its hits are not listed in these tables
VIM-2 inhibitor – VIM-2 metallo-beta-lactamase inhibitors, primary screen, biochemical, epi-absorbance readout, Pseudomonas aeruginosa enzyme; hit rate 0.89% among 290,000; purified VIM-2, nitrocefin hydrolysis, epi-absorbance fluorescence; inhibition, % at 5.6 µM;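 active = inhibition above the mean of all tested compounds plus 3 SD, cutoff set per screening run, cut at about 7.5% in these data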;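 also: red hydrolysis product quenches plate fluorescence so inhibitors raise well fluorescence; 0% = enzyme with DMSO and 100% = DMSO without enzyme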
IDE inh – human IDE inhibitors in live cells, primary screen, fluorescence polarization, HEK cells, FAbetaB substrate. Insulin-degrading enzyme (Homo sapiens), P14735. FAbetaB cleavage. inhibition, % at 5.59 µM. hit rate 0.41% among 320,000;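 active = percent inhibition above the average of all tested compounds plus 3 SD, set per screening campaign, cut at about 16% in these data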;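 also: IDE supplied by intact live HEK cells; FP after avidin binding of uncleaved biotin substrate so inhibition keeps polarization high; 0% = DMSO wells and 100% = 60 µM reference IDE inhibitor Ii1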
GalR3 antag – GalR3 antagonists in HEK293 cells, primary screen, cell-based, fluorescence readout; HEK293 GalR3-CNG cAMP membrane potential fluorescence; galR3 body fused to GalR1 C-terminus; inhibition, % at 3 µM; hit rate 0.44% among 360,000; AID 651719, 2012;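 active = inhibition above the screen-wide average plus 3 SD, cut at about 13% in these data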;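 also: forskolin and galanin both at EC90 stimulate the cells; cAMP rise reported by CNG channel membrane potential dye signal; 0% = forskolin plus galanin with DMSO and 100% = forskolin alone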
Target sequence (O60755 1-299 limits assumed): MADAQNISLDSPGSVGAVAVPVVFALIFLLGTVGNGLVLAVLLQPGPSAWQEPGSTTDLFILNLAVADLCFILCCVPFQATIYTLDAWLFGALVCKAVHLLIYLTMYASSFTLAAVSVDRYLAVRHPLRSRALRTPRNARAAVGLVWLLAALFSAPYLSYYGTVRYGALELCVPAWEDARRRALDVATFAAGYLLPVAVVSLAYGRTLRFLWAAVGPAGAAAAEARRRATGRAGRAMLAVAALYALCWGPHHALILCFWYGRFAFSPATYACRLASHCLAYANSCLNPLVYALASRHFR
IDE act – human IDE activators in live cells, primary screen, fluorescence polarization, HEK cells, FAbeta-B substrate | hit rate 0.073% among 340,000 | Insulin-degrading enzyme (Homo sapiens), P14735 | FAbeta-B cleavage; 0% vehicle, 100% cell-free pure enzyme wells | activation, % at 5.96 µM;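 active = activation above the mean of all tested compounds plus 3 SD, set per screening campaign, cut at about 17% in these data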
An asterisk follows results filed as active; nt = not tested or not shown.

A first look (three entries):
IMP-1 inh	NS3 helicase inh	CRFR2-BP antag	SUMO HTRF inh	pCIP destab	VIM-2 inhibitor	IDE inh	GalR3 antag	IDE act	canonical_smiles
2.7	0	17	12	-10	-0.7	-1	3	-1	CCn1nnnc1NCc1ccc(OCc2c(F)cccc2Cl)c(OC)c1
-0.3	0	-9	-10	12	1.6	nt	-9	-3	CC(=O)Nc1ccc(S(=O)(=O)N2CCN(c3nc4ccccc4n3CC(C)C)CC2)cc1
nt	nt	2	nt	nt	nt	7	-6	2	CC(=O)Nc1sc(C)c(C)c1C(=O)OCC(=O)Nc1ccccc1

Results (from the top)
IMP-1 inh	NS3 helicase inh	CRFR2-BP antag	SUMO HTRF inh	pCIP destab	VIM-2 inhibitor	IDE inh	GalR3 antag	IDE act	canonical_smiles
2.7	0	17	12	-10	-0.7	-1	3	-1	CCn1nnnc1NCc1ccc(OCc2c(F)cccc2Cl)c(OC)c1
-0.3	0	-9	-10	12	1.6	nt	-9	-3	CC(=O)Nc1ccc(S(=O)(=O)N2CCN(c3nc4ccccc4n3CC(C)C)CC2)cc1
nt	nt	2	nt	nt	nt	7	-6	2	CC(=O)Nc1sc(C)c(C)c1C(=O)OCC(=O)Nc1ccccc1
-3.4	-4	36	18	4	-3.4	-5	-8	6	COc1ccc(-c2ccnc3nc(Sc4ncc(C(F)(F)F)cc4Cl)nn23)cc1
-1.7	0	-5	18	-3	-1.3	-9	-4	3	Cc1ccc(S(=O)(=O)N2CCN(C(=O)C3CCCO3)CC2)cc1C (centres undefined)
-1.5	-3	-2	14	-4	-1.2	-6	-4	5	O=C(C1=C[C@@H](c2coc3ccccc3c2=O)C[C@@H](OCc2ccc(CO)cc2)O1)N1CCOCC1
-1.5	-4	-35	8	-8	-3.2	5	-8	-5	O=C(N/N=C/C=C/c1ccccc1[N+](=O)[O-])c1cc(-c2ccccc2)n[nH]1
-0.9	-9	-2	-2	-6	-0.3	0	1	-1	CN(Cc1ccccc1)C(=O)c1nc2ccccn2c1CN1CCc2sccc2C1
0.1	1	1	8	4	0.8	-1	-8	2	CCc1cc(=O)oc2cc(OCC(=O)N3CC[C@@]4(O)CCCC[C@H]4C3)ccc12
-2.5	-4	-11	-3	-9	-2.1	2	-7	5	CCOC(=O)Cc1nnc(NC(=O)CCc2ccccc2)s1
-2.5	14	-1	7	-5	-2.2	-1	-1	3	COc1ccc(-c2csc(NC(=S)NC(=O)c3ccco3)n2)cc1
-3.1	9	8	0	5	-1.1	6	-10	-2	CN(Cc1c(F)cccc1Cl)S(=O)(=O)c1cccs1
-0.2	-12	-18	15	3	-0.5	-11	-6	-2	CCCOc1ccc(/C=N/NC(=O)C2CC2)c(OCCC)c1
-3.1	-5	-9	9	-5	-2.4	6	-4	2	O=C(N/N=C/c1cccc(Oc2ccccc2)c1)c1cc[n+]([O-])cc1
-2.3	0	-4	2	6	-2.4	8	1	5	COc1ccc(/C=N\NC(=O)c2cccc(Br)c2)c(OC)c1
-1.7	-5	25	11	-8	-0.1	6	-10	7	COc1ccc(CC(C)N2CCN(Cc3ccccc3)CC2)c(OC)c1 (centres undefined)
-0.6	3	-4	3	-5	-2.1	-3	-4	1	O=C(Nc1ccccc1)C1CC=CCC1C(=O)OCC1CCCO1 (centres undefined)
-0.7	-1	-11	22	-34	0.9	nt	0	-3	COc1cc(/C=N\Nc2ccc([N+](=O)[O-])cc2)ccc1OCC(=O)Nc1ccc(C)c(C)c1
-4.9	1	-13	4	4	-2.3	8	-2	0	O=C(c1cccc(Oc2ccccc2)c1)N1CCOCC1
-3.9	-1	9	6	1	-0.9	2	nt	8	O=C(NC1CCCc2ccccc21)C1CCN(C(=O)c2sccc2-n2cccc2)CC1 (centres undefined)
-1.9	7	-8	4	-3	-4.0	1	-2	3	Cc1nnsc1C(=O)Nc1ccc(Cl)cc1
-1.5	-1	69*	0	28	-2.1	-5	1	5	Cc1ccc(-c2csc(Nc3ccc(C(=O)O)cc3)[n+]2Cc2ccccc2)cc1
-1.0	-6	-3	7	-14	0.5	5	-4	6	COc1ccc(NC(=O)O/N=C/c2ccccc2Cl)cc1
-2.8	2	-6	4	-4	-0.8	-1	-3	2	CC1CCN(C(=O)c2cc3ccccc3cc2O)CC1
-1.7	7	22	-22	13	-3.8	-2	0	6	CCOP(=O)(c1ccccc1)C(O)c1ccc(Br)cc1 (centres undefined)

Next section.
IMP-1 inh	NS3 helicase inh	CRFR2-BP antag	SUMO HTRF inh	pCIP destab	VIM-2 inhibitor	IDE inh	GalR3 antag	IDE act	canonical_smiles
-1.7	4	-30	18	-7	-0.1	3	-6	nt	CCOC(=O)CCc1c(C)c2ccc(OCC)c(C)c2oc1=O
-0.1	-8	9	5	6	2.5	-2	-7	5	O=C(Nc1sc2c(c1C(=O)O)CCC2)c1ccccc1F
-2.6	6	nt	12	4	-4.2	3	3	2	COc1cccc(OCc2nnc(-c3cccs3)o2)c1
-0.5	1	-12	11	3	-0.6	4	-4	-1	CC(C)/C=C/C(=O)N1CCC(N2CCC(C(=O)N3CCOCC3)CC2)CC1
-1.5	-1	6	7	-7	-2.0	1	3	3	COC(=O)CCSc1cc([N+](=O)[O-])cc2c1c(C1OCCS1)nn2-c1ccccc1 (centres undefined)
-3.0	2	7	0	2	-4.1	-5	-6	2	Cc1cccc(-c2onc3ccc(C4(C)OCCO4)cc23)c1
-2.9	-10	14	12	-1	-3.9	7	-4	2	CC(C)N(Cc1nc(-c2ccccc2)no1)C(=O)c1ccc(Br)o1
-1.6	-18	-21	34	-7	-0.4	-7	-4	4	Cc1nn2c(N3CCOCC3)cc(C(C)(C)C)nc2c1-c1ccccc1
-3.7	1	11	-7	-14	-2.4	0	0	3	O=C(NCc1ccncc1)C1CCCN(S(=O)(=O)Cc2ccccc2)C1 (centres undefined)
-0.7	3	-5	20	-1	-1.4	-1	-4	1	N#Cc1ccc(OCC(=O)N/N=C2/CC(c3ccccc3)Oc3ccccc32)cc1 (centres undefined)
-1.9	-8	3	1	-22	-1.9	4	0	-3	CCOC(=O)N1CCN(c2c(N3CC=C(c4ccccc4)CC3)c(=O)c2=O)CC1
-2.9	5	3	4	10	-2.5	-8	2	6	Cc1occc1C(=O)N/N=C/c1ccccc1[N+](=O)[O-]
-2.8	-12	0	-10	-5	0.3	-2	-9	2	Cc1ccc2c(C)c(C(=O)N(Cc3ccccc3)C3CCS(=O)(=O)C3)oc2c1 (centres undefined)
-2.1	3	9	22	-12	-0.1	-2	-1	-1	Cc1ccc(-c2nc3cc(Br)cnc3nc2-c2ccc(C)cc2)cc1
0.2	29	-2	-3	9	0.2	0	-11	5	NC(=O)C1CCN(CCC(=O)Nc2ccc(F)c(F)c2)CC1
-1.9	-4	-2	-3	-10	-1.6	8	-4	6	CCn1c(-c2cccnc2Cl)nc2ccccc21
1.4	-2	17	8	-1	-2.8	-2	-1	-4	CN(C)S(=O)(=O)c1ccc(N2CCOCC2)c(C(=O)O)c1
-4.0	-2	5	6	6	-3.6	5	-1	2	Nc1cc2ccccc2oc1=O
-3.4	2	23	21	-7	-2.7	4	-3	1	Cc1nc(N2CCOCC2)c(C#N)c(C)c1Br
-3.6	-8	-2	14	-16	-4.1	1	-6	-4	N=c1n(Cc2ccccc2)c2ccccc2n1CC(O)c1ccco1 (centres undefined)
-1.6	-1	61*	-20	-16	-3.7	-1	2	4	Cc1ccccc1NC1=NC(=S)N(c2ccccc2)C12CCCCC2
-1.3	4	16	2	-8	-2.6	-2	-3	9	O=C(NNS(=O)(=O)c1ccc(Cl)cc1)c1cnn(-c2ccccc2)c1-n1cccc1
-2.3	-4	-2	2	0	-0.5	6	0	4	C/C(=N\Nc1ncc(Cl)cc1Cl)c1ccc2c(c1)OCO2
-2.5	8	0	0	10	-1.1	1	-9	6	Cc1ccc(S(=O)(=O)Nc2ccc3c(c2)OCCO3)c(C)c1NS(C)(=O)=O
-2.7	13	-2	18	-5	-0.7	2	-3	5	CCOc1ccc(C(=O)N/N=C/c2cc([N+](=O)[O-])cs2)cc1

Further structures follow:
IMP-1 inh	NS3 helicase inh	CRFR2-BP antag	SUMO HTRF inh	pCIP destab	VIM-2 inhibitor	IDE inh	GalR3 antag	IDE act	canonical_smiles
nt	nt	1	nt	nt	nt	-1	-5	0	Cc1cc(C(=O)CCC(=O)NC(C)c2ccc(S(N)(=O)=O)cc2)c(C)s1 (centres undefined)
nt	nt	-3	nt	nt	nt	4	-1	3	c1ccc(C[n+]2ccc3ccccc3c2)cc1
nt	nt	3	nt	nt	nt	2	-4	-1	CC(=O)Nc1ccc(SCC(=O)Nc2ccc3c(c2)OCCO3)cc1
nt	nt	4	nt	nt	nt	3	5	6	O=C(CSc1ccc2nnc(-c3ccccc3)n2n1)N1CCCCC1
-1.9	-2	4	-8	-11	1.3	0	nt	10	COC(=O)c1c(C(=O)OC)c(-c2ccccc2)n2c1CCC2
-4.5	5	-27	9	-9	-4.0	6	-1	-1	Cc1ccc2cc(CN(Cc3ccco3)C(=O)c3cccs3)c(=O)[nH]c2c1
-5.2	-15	-2	-8	-1	-3.7	0	4	0	O=C(CSCc1nc2ccccc2[nH]1)Nc1ccc(Oc2ccccc2)cc1
-1.9	5	1	16	7	-2.2	2	-2	11	Cc1cc(CNC(=O)CC2C(=O)NCCN2Cc2ccccc2)nn1C (centres undefined)

Screening data: PubChem, several laboratories
